Screens deposited in PubChem by NCI.
All columns: NCI-60 one-dose screen, growth in % after 48 h at 10 µM unless noted; 100 = growth as untreated, 0 = no growth, -100 = all killed.
T-47D – T-47D breast cancer; 5% of 79,000 active
HS 578T – HS 578T breast cancer | 4.1% of 78,000 active | AID 1794788
BT-549 – BT-549 breast cancer. AID 1794793. 4.4% of 78,000 active
LOX IMVI – LOX IMVI melanoma; 7.4% of 79,000 active
SK-MEL-5 – SK-MEL-5 melanoma; 6.4% of 80,000 active; AID 1794755
SK-MEL-2 – SK-MEL-2 melanoma; 4.7% of 77,000 active
SK-MEL-28 – SK-MEL-28 melanoma; 4.1% of 81,000 active
MDA-MB-435 – MDA-MB-435 melanoma; 7.8% of 82,000 active
* marks the source's active call; other numbers are inactive results; . = no result given; & = joins results of further samples. Rule for the calls: active = growth percent below 10; inactive = the rest.

SMILES	T-47D	HS 578T	BT-549	LOX IMVI	SK-MEL-5	SK-MEL-2	SK-MEL-28	MDA-MB-435
CCc1c(C)c2ccc3c(c2oc1=O)N=C(c1ccc(C)cc1)CO3	94	102	97	98	95	103	111	93
COC(=O)C1(CC(=O)c2ccc(C)cc2)NC(=S)NC(=O)C1C#N (centres undefined)	116	106	132	97	101	104	110	104
O=C(Oc1ccc(CCI)cc1)c1ccc([N+](=O)[O-])cc1	96	118	84	99	112	113	110	.
COCc1cc(C(C)(C)C)c(O)c(C(C)(C)C)c1	110	113	109	93	103	116	118	105
c1ccc(Cn2cc3c(c2-c2ccccc2)CCc2cnoc2-3)cc1	67	72	64	66	79	93	59	13
N/C(=N\C(N)=N\c1nc2ccccc2s1)c1ccc(C(F)(F)F)cc1	69	87	101	18	89	108	95	93
COc1ccc(Oc2nc(Nc3ccc(F)cc3)ncc2NC(N)=O)cc1	96	85	79	102	102	103	100	96
Oc1ccc(C=Nc2ccccc2O)cc1	.	89	.	85	88	91	112	89
O=C1c2c(O)ccc(O)c2C(=O)c2c(O)c(O)cc(O)c21	88	.	94	101	107	120	104	111
COc1ccc(C2C(C#N)=C(c3c[nH]c4ccccc34)Nc3nc(N)nc(N)c32)cc1 (centres undefined)	95	57	69	70	63	75	78	78
O=C(CSc1cc[n+](CCCCCF)c2ccccc12)n1ccc2ccccc21	88	97	69	104	103	110	110	103
Oc1ccccc1/C=N/N=C\c1ccccc1Cl	67	105	86	86	.	102	105	107
CCN(CC)CCN1c2nc3ccccc3cc2Sc2cc3ccccc3nc21	74	12	-92*	-100*	-68*	-36*	-50*	-25*
CO[C@@H]1[C@@H](OC)N(S(=O)(=O)c2ccc(Cl)cc2)C(=O)N1S(=O)(=O)c1ccc(Cl)cc1	91	105	98	94	102	87	107	99
CC(O)CN1CCOCC1 (centres undefined)	125	117	97	104	99	119	115	107
COc1cc(Cl)cc(-c2nn(-c3cccc(NC(=O)c4ccc(Cl)c(Cl)c4)c3)cc2-c2ccncc2)c1	63	64	85	73	78	78	88	81
CCOC(=O)c1[nH]c(=S)n(-c2ccccc2)c1C(=O)OCC	99	105	110	93	104	148	108	107
O=C(Cc1ccccc1)CC(CC(=O)c1ccccc1)c1ccccc1 (centres undefined)	78	100	90	89	117	102	98	103
CC(=O)Nc1ccc(S(=O)(=O)N(CCOc2ccc(/C(N)=N/Cl)cc2)CCOc2ccc(/C(N)=N\Cl)cc2)cc1	101	97	93	94	101	90	112	109
CC(C)N(C)S(=O)(=O)O[C@@H]1C(=O)N(c2cc3c4ccccc4ccc3c3ccccc23)[C@H]1c1ccc(F)cn1	81	103	102	89	97	85	114	107
CN1CC[C@@H](c2c(O)cc(O)c3c(=O)cc(-c4ccccc4Cl)oc23)[C@@H]1CO	-8.7*	.	-4.9*	6.2*	-9.0*	.	-26*	-68*
O=C(NC1CCCCC1)c1ccccc1	97	109	104	97	95	108	102	96
CNS(=O)(=O)c1ccccc1	97	96	102	93	99	87	109	106
COc1c(N2CC3CCCNC3C2)c(F)cc2c(=O)c(C(=O)N/N=C/c3ccoc3)cn(C3CC3)c12 (centres undefined)	98	109	113	113	87	105	102	104
CN(C)N=Nc1nn(C(=O)Nc2ccc(Cc3ccccc3)cc2)c2ccc(Cl)cc12	.	111	102	.	104	100	106	97
SMILES	T-47D	HS 578T	BT-549	LOX IMVI	SK-MEL-5	SK-MEL-2	SK-MEL-28	MDA-MB-435
Cc1cc(C2=NNC(=O)Cc3cc4c(cc32)OCCO4)cc(C)c1N	46	25	31	40	10	.	42	-13*
COc1cc(-c2nc3ccccc3o2)cc(CN2CCN(c3ccccc3)CC2)c1O	91	110	55	8.0*	32	75	87	-78*
COc1ccc(-c2nc3ccc(C(=O)N=Nc4c(O)[nH]c5ccccc45)cc3[nH]2)cc1	99	91	129	102	81	118	99	108
COc1ccc(Cl)cc1Nc1nc(C(F)(F)F)ccc1C(=O)N/N=C/c1ccccc1Cl	-23*	9.5*	13	-14*	3.6*	-7.2*	32	27
CC1=C(O)C(=O)C(c2c(C)cc(C)c(Br)c2C)=C(O)C1=O	83	76	73	36	57	82	73	73
Cn1cc(C2=C(c3coc4cc(Br)ccc34)C(=O)N(O)C2=O)c2ccccc21	74	96	94	77	97	99	104	101
CCN(CC)S(=O)(=O)c1ccc(C)cc1	70	103	92	95	99	96	104	110
COc1ccc(CN2CCc3c(nc(N)nc3Sc3ccc(Cl)cc3)C2)c(OC)c1	69	108	82	81	73	104	94	93
CCCOC(=O)N1CCCCC1CCC (centres undefined)	101	.	88	109	107	107	100	108
CCCCOC(=O)c1[nH]cnc1/N=N\N(C)C	99	102	100	98	101	108	107	100
COC1CC(O)C2OC(c3ccccc3)OCC2O1 (centres undefined)	97	92	97	98	93	106	111	111
Cc1ccc2nc(C)cc(Nc3cccc(C(F)(F)F)c3)c2c1	80	95	89	92	92	117	109	102
COc1cccc(/C=C/[C@H]2O[C@@H](C)[C@H](O)[C@@H]2O)c1CO	112	129	110	102	107	125	116	108
O=c1[nH]nc(-c2ccc([N+](=O)[O-])o2)c(=O)[nH]1	107	97	107	94	96	107	103	100
CCOC(=O)c1cnn(CC(O)CC)c1NC(=O)NCc1cccc(F)c1 (centres undefined)	104	98	101	98	102	88	115	110
COC(=O)Oc1nn(C(=O)OC)c(=O)c2ccccc12	100	104	109	94	102	118	97	108
COc1ccc(/C=C2\Oc3ccc(O)c(-c4ccccc4)c3C2=O)cc1	.	87	83	58	82	96	96	70
NNC(=O)c1ccc([N+](=O)[O-])cc1	107	109	106	96	105	110	111	107
COc1ccc(-c2nnc3ccc(N/N=C/c4ccc(O)cc4)nn23)cc1	45	47	.	-55*	.	73	69	46
CCCc1ccncc1	105	127	110	112	102	101	106	111
COc1ccccc1NC(=O)/C(=C/n1c(=S)[nH]c2ccccc21)C(C)=O	90	100	100	95	98	101	108	109
Cc1nc2ccc(Cl)cn2c1-c1nnc(SCC(=O)c2ccccc2)o1	92	105	108	99	100	105	106	104
O=C(NC(Cc1ccccc1)C(=O)O)OCc1ccccc1 (centres undefined)	107	99&110	96&110	98	99	113	104&109	98&109
O=C1CC(c2ccc(Cl)cc2)Oc2ccc(Cl)cc21 (centres undefined)	65	110	96	67	100	91	106	97
COc1ccc(NC(C)=O)c(N)c1	116	109	97	99	100	111	106	99

Reformatted: entries from further up
| mol | T-47D | HS 578T | BT-549 | LOX IMVI | SK-MEL-5 | SK-MEL-2 | SK-MEL-28 | MDA-MB-435 |
| --- | --- | --- | --- | --- | --- | --- | --- | --- |
| CCCc1ccncc1 | 105 | 127 | 110 | 112 | 102 | 101 | 106 | 111 |
| COc1ccccc1NC(=O)/C(=C/n1c(=S)[nH]c2ccccc21)C(C)=O | 90 | 100 | 100 | 95 | 98 | 101 | 108 | 109 |

Going on with the list.
SMILES	T-47D	HS 578T	BT-549	LOX IMVI	SK-MEL-5	SK-MEL-2	SK-MEL-28	MDA-MB-435
O=C(Cc1ccccc1[N+](=O)[O-])NCC(O)c1ccc2c(c1)OCO2 (centres undefined)	91	114	109	99	98	105	115	119
[2H]C([2H])([2H])Oc1ccc(Cl)cc1/C=C/C(=O)/C=C(/C=C/c1cc(Cl)ccc1OC([2H])([2H])[2H])OB(F)F	91	105	110	92	100	96	115	99
COc1ccc(-c2nn(-c3ccccc3)cc2/C=C2\SC(=Nc3ccc(C)cc3)NC2=O)cc1	88	105	99	87	97	102	99	98
NS(=O)(=O)c1ccc(Nc2nc(N/N=C/c3ccc([N+](=O)[O-])cc3)nc(Nc3ccccc3)n2)cc1	14	54	18	-21*	32	18	35	33
O=C(CN1CCN(c2ccc(Cl)cc2)CC1)N1CCN(c2nnc(-c3ccc(Cl)cc3)c(-c3ccc(Cl)cc3)n2)CC1	52	72	89	52	58	.	94	73
CC(=O)c1nc2ccccc2n1CCn1cnc2nc[nH]c2c1=O	111	112	110	79	108	.	111	110
O=C1Nc2cc(Cl)ccc2/C1=C/c1ccc(N2CCOCC2)s1	84	129	109	106	104	91	114	102
C[C@H]1[C@H]2C3=CC[C@@H]4[C@@]5(C)CC[C@H](NCO)C(C)(C)[C@@H]5CC[C@@]4(C)[C@]3(C)CC[C@@]2(CO)CC[C@@H]1C	86	89	103	32	99	106	107	92
Cc1nc2ccc(C(F)(F)F)cn2c1C(=O)NC1CCCCCC1	99	98	105	110	100	107	97	99
O=C(Cn1c(=O)ccn(CCCCCCOc2ccc(Br)cc2)c1=O)Nc1ccc(Oc2ccccc2)cc1	31	78	55	58	24	77	72	58
C/C(N)=N/S(=O)(=O)c1ccc(N)cc1	98	105	98	98	95	101	109	105
O=c1c(OCc2ccccc2)cccn1Cc1ccccc1	89	96	96	96	100	105	102	99
O=S(=O)(O)c1cc(O)c2c(S(=O)(=O)O)cccc2c1	113	.	103	.	130	88	115	108
O=c1nc(Nc2ccccc2O)sc2ccccc12	82	92	77	89	70	83	93	91
CCCSc1ncnc2nc[nH]c12	106	110	.	98	108	100	106	107
COc1ccc(/C=C\C(=O)/C=C/C=C/c2ccccc2)cc1	78	.	100	79	96	96	109	91
COc1ccc(C(C)n2cc(-c3ccccc3)nn2)cc1OC1CCCCC1 (centres undefined)	76	87	86	75	83	85	111	96
O=C1/C(=C2\SC(=S)N(C3CCCCCCC3)C2=O)SC(=S)N1C1CCCCCCC1	96	105	108	.	101	104	106	103
Cc1c2ccccc2c(C)c2c1cc(Br)c1ccccc12	62	96	101	100	80	107	97	94
N#Cc1ccccc1NC(=O)c1cc2cc(Nc3nc(-c4ccccc4)nc4ccccc34)ccc2oc1=O	94	112	99	63	75	89	123	111
Nc1c(C(=O)c2ccc(Cl)s2)sc2nc3c(cc12)CCCC3	.	111	.	97	97	105	119	119
CC(=O)N1CCc2nc3ccccc3cc21	101	95	109	96	106	108	100	107
Clc1cc(Cl)c(Cl)c(-c2nnc(-c3cccc(Cl)c3Cl)o2)c1	91	65	96	97	103	95	102	107
COC(=O)C(C)Oc1ccc(OC#N)cc1 (centres undefined)	.	90	120	93	99	110	106	102
O=C(O)c1ccc(N=C2c3ccccc3-c3ccccc32)cc1	105	106	.	100	97	108	117	102
SMILES	T-47D	HS 578T	BT-549	LOX IMVI	SK-MEL-5	SK-MEL-2	SK-MEL-28	MDA-MB-435
NC(=NCCCC(NC(=O)OCc1ccccc1)C(=O)NC(Cc1ccccc1)C(=O)OCc1ccccc1)NC(=O)OCc1ccccc1 (centres undefined)	106	104	102	100	94	.	109	98
O=C(/C=C/c1ccco1)c1cc(Cl)ccc1O	29	96	81	.	102	90	111	91
COc1ccc(C(O)c2cc3c(N)c(C(=O)Nc4ccc(Br)cc4)sc3nc2C)cc1 (centres undefined)	19	3.8*	51	33	16	34	60	-40*
CC(=O)Nc1ccc(-n2c(CO)nc3cc(-c4ccc(O)cc4)ccc32)cc1	36	87	66	83	59	92	81	71
O=C(O)c1ccc(-c2nn(-c3ccc(C(F)(F)F)cc3)cc2CNc2ccc(C(F)(F)F)cc2)cc1	95	106	123	94	97	102	106	103
COc1ccc(C(=O)NCC(C)C)cc1OC	107	87	103	100	101	104	109	107
O=C(NC1CC1(c1ccccc1)c1ccccc1)c1ccccc1 (centres undefined)	71	96	109	92	99	119	102	96
C=C(C)[C@@H]1CCC2(C(=O)S)CC[C@]3(C)[C@H](CC[C@@H]4[C@@]5(C)CC[C@H](O)C(C)(C)[C@@H]5CC[C@]43C)[C@@H]12 (some centres undefined)	98	105	95	101	100	.	141	91
COc1ccc(-c2nc(SCc3nc4ccccc4[nH]3)nc(NCCO)c2C#N)cc1	79	98	88	93	95	95	98	97
CN1c2ccccc2[C@]2(Cc3ccccc3)Cc3ccccc3N[C@H]12	109	110	122	104	108	95	100	117
CSc1cc(C)[o+]c(C)c1	86&111	115&105	110&100	95&93	102&103	101&98	112&101	108&91
N#CC1(c2ccc(NC(=O)c3cccnc3NCc3ccncc3)cc2)CCCC1	34	.	74	58	46	.	92	79
CNc1ncnc2c1ncn2-c1ccccc1	105	.	105	106	106	104	122	111
c1cc2n(c1)CCc1cnc(NC3CCCC3)nc1-2	.	99	104	100	97	103	95	98
N#CCCOCCOC(=O)Nc1cccc(Cl)c1	102	124	68	107	115	106	105	.
Clc1nc(Cl)c2ccccc2n1	108	102	.	103	103	104	99	98
C=C1C(=O)O[C@H]2[C@H]1CC/C(COC(=O)NCc1ccc(Cn3c(=O)sn(CCCI)c3=O)cc1)=C\CC[C@@]1(C)O[C@@H]21	8.5*	78	41	-25*	92	69	4.9*	17
COc1ccc(-c2nc(SCc3cc(=O)oc4ccc(C)cc34)[nH]c(=O)c2C(=O)NC(C)(C)C)cc1	85	103	103	92	96	94	102	101

Profiles, looked up by structure. Order of values: T-47D | HS 578T | BT-549 | LOX IMVI | SK-MEL-5 | SK-MEL-2 | SK-MEL-28 | MDA-MB-435
COCc1cc(C(C)(C)C)c(O)c(C(C)(C)C)c1 reads 110 | 113 | 109 | 93 | 103 | 116 | 118 | 105
CCCSc1ncnc2nc[nH]c12 reads 106 | 110 | . | 98 | 108 | 100 | 106 | 107
C=C(C)[C@@H]1CCC2(C(=O)S)CC[C@]3(C)[C@H](CC[C@@H]4[C@@]5(C)CC[C@H](O)C(C)(C)[C@@H]5CC[C@]43C)[C@@H]12 (some centres undefined) reads 98 | 105 | 95 | 101 | 100 | . | 141 | 91
C=C1C(=O)O[C@H]2[C@H]1CC/C(COC(=O)NCc1ccc(Cn3c(=O)sn(CCCI)c3=O)cc1)=C\CC[C@@]1(C)O[C@@H]21 reads 8.5* | 78 | 41 | -25* | 92 | 69 | 4.9* | 17
CNS(=O)(=O)c1ccccc1 reads 97 | 96 | 102 | 93 | 99 | 87 | 109 | 106
